CHT inh = human CHT choline transport inhibition; Q9GZV3; CHT-expressing cells, membrane potential dye, choline response; stronger effect = lower value; B-score at 10 µM; 0.86% of 310,000 active; AID 488975;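 active means B-score over 3 SD under the library average, and starting fluorescence ratio not unusually high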;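 further: choline stimulus applied at its EC90 after an EC20 pre-addition; B-score computed on integrated fluorescence ratio after choline addition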
Target sequence (Q9GZV3 whole entry, looked up): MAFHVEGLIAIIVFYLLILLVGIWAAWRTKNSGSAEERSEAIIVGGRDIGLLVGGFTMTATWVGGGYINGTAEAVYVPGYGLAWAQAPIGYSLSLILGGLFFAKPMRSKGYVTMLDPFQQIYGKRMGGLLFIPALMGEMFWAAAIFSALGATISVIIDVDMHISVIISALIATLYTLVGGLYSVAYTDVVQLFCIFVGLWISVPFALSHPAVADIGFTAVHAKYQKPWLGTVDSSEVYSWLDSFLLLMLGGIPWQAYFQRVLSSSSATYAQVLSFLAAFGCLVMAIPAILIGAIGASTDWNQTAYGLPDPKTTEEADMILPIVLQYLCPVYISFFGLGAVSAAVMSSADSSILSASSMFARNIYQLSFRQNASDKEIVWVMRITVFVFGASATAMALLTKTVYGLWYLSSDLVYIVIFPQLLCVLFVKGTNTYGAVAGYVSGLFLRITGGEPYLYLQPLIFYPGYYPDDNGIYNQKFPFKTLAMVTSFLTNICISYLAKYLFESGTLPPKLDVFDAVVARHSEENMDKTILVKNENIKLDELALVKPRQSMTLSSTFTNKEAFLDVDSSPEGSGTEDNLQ
CHT PAM = allosteric activators of human choline transporter CHT | CHT-expressing cells, membrane potential dye, choline EC20; stronger effect = higher value; LV-AA mutant CHT in HEK293 cells | Q9GZV3 | B-score at 10 µM | 0.49% of 310,000 active;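 active means initial fluorescence not abnormally high and integrated response B-score, plate-corrected, over 3 SD above library mean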
* marks the source's active call; other numbers are inactive results; i = inactive. Rows are unselected (roughly 1.4% active in at least one column).

SMILES	CHT inh	CHT PAM
CCC(=O)Nc1ccc(Nc2nc(Cl)nc(Nc3ccc(NC(=O)CC)cc3)n2)cc1	i	i
O=C(CNS(=O)(=O)c1ccccc1)Nc1ccc(C(F)(F)F)cc1	i	i
O=C(CN1C(=O)c2ccccc2C1=O)Nc1cccc(O)c1	i	i
O=C(CSc1nnc(Cc2cc(=O)[nH]c(=O)[nH]2)n1-c1ccc(Cl)cc1)N1CCc2ccccc21	i	i
c1ccc2oc(SCc3nc4ccccc4s3)nc2c1	i	i
CCn1c(SCc2nc3ccccc3s2)nnc1-c1cccs1	i	i
CCOc1ccc(N2C(=O)CC(N3CCN(c4ccccc4F)CC3)C2=O)cc1 (configuration not stated)	i	i
CCN(CC)C(=O)CSC(=Nc1ccccc1F)NC#N	i	i
C/C(=N/NC(=O)c1ccc(Cl)s1)c1ccc(NC(=O)COc2ccc(Cl)cc2)cc1	i	i
Cc1cc(C)n(CCC(=O)N2CCN(S(=O)(=O)c3ccccc3)CC2)n1	i	i
CCOC(=O)c1sc(NC(=S)NC(=O)c2cccc(OC)c2)nc1C	i	i
COc1ccc(C2NC(=O)NC(C)=C2C(=O)Nc2cccc(C)c2C)cc1 (configuration not stated)	i	i
Cc1cc(F)ccc1S(=O)(=O)NCC(c1ccc2c(c1)OCO2)N1CCOCC1 (configuration not stated)	i	i
COc1cccc(C2CC(C(F)(F)F)n3nc(C(=O)NCc4cccnc4)cc3N2)c1 (configuration not stated)	i	i
O=C1C2C(C(=O)N1c1ccc3c(c1)OCO3)C1C=CC2C12CC2 (configuration not stated)	i	i
Cc1ccc2c(n1)CC(C)(C)CC2=O	i	i
COc1ccc(N(C)C(=O)C2CCCN2S(=O)(=O)c2cccc3nsnc23)cc1 (configuration not stated)	i	i
Cc1ccc(C(=O)C(C)OC(=O)c2cc(=O)[nH]c3ccccc23)cc1 (configuration not stated)	i	i
CNc1nc(N)c([N+](=O)[O-])c(N2CCCCCC2)n1	i	i
O=C(/C=C/c1c(F)cccc1Cl)NCCCN1CCOCC1	i	i
O=C(O)c1n[nH]c2ccccc12	i	i
Cc1cc(-n2nc(C)cc2C)n2nc(C)c(-c3ccccc3)c2n1	i	i
CN(C)c1ccc(-c2nnn(CC(=O)Nc3ccc4c(c3)OCCO4)n2)cc1	i	i
Cc1ccc(S(=O)(=O)Nc2c(NC3CCCCC3)c3ccccc3oc2=O)c(C)c1	i	i
CCOc1ccccc1N1CCN(C(=S)NCc2ccccc2)CC1	i	i

Next section.
SMILES	CHT inh	CHT PAM
O=C1c2cccc3cccc(c23)C(=O)N1CC1CCN(CC(O)COc2ccc3ccccc3c2)CC1 (configuration not stated)	i	i
O=C(Nc1ccc(N2CCOCC2)cc1)c1cccc(S(=O)(=O)N2CCCCCC2)c1	i	i
CCS(=O)(=O)NCCc1csc(-c2ccc(OC)c(OC)c2)n1	i	i
Cc1cc(NC(=O)CCC(=O)N(C(C(=O)NC(C)(C)C)c2ccccc2Cl)C(C)(C)C)no1 (configuration not stated)	i	i
Cn1nccc1NC(=O)CSCC(=O)O	i	i
CCC(C)[C@H](NC(=O)OC(C)(C)C)C(=O)N/N=C/c1ccc2nccnc2c1 (some centres not stated)	i	i
C=CCc1cccc2cc(C(=O)N3CCN(C(=O)c4ccco4)CC3)c(=O)oc12	i	i
COc1ccccc1Nc1nc(NCC(C)C)nc(N)c1[N+](=O)[O-]	i	i
CC(=O)c1ccc(Sc2ccccc2)cc1	i	i
COc1ccccc1NC(=O)C1C2C=CC3(CN(Cc4cccnc4)C(=O)C13)O2 (configuration not stated)	i	i
COc1ccc(-n2c(-c3cccc(C)c3[N+](=O)[O-])n[nH]c2=S)cc1	i	i
COc1ccccc1OCCCn1c(=O)oc2ccccc21	i	i
CCOC(=O)c1cccc(N2C(=O)C3C(C(=O)NC4CC4)C4(C)C=CC3(O4)C2C(=O)NC(C)(C)C)c1 (configuration not stated)	i	i
COc1ccc(C2=NOC(C(=O)NCc3ccco3)C2)cc1 (configuration not stated)	i	i
CCc1ccccc1NC(=O)CCc1nc(-c2ccc(C)cc2)no1	i	i
COc1cc(C2NC(=O)NC(C)=C2C(C)=O)cc(OC)c1OC (configuration not stated)	i	i
COc1ccc(Cc2c(O)nc(SCC(=O)NC(C)(C)C)[nH]c2=O)cc1	i	i
CCOC(=O)/C(C#N)=C\c1ccc(N2CCN(C)CC2)cc1	i	i
COc1cc(C(=O)Nc2ccc(-n3cnnn3)c(C)c2)cc(OC)c1OC	i	i
COC(=O)CNC(=O)CSc1nc(N)cc(=O)[nH]1	i	i
COc1cc(/C=N/NC(=O)Cn2cnc3c2c(=O)n(C)c(=O)n3C)ccc1O	i	i
COc1ccc(C2Nc3ccccc3C(=O)N2NS(=O)(=O)c2ccccc2)cc1OC (configuration not stated)	i	i
O=C(CC(SCCO)c1ccc2c(c1)OCO2)c1cccs1 (configuration not stated)	i	i
CCCn1c(C(C)Nc2nc(-c3ccc(C)cc3)cs2)nc2cc(Cl)c(Cl)cc21 (configuration not stated)	i	i
O=C(CN1C(=O)COc2ccccc21)NCCCN1CCN(Cc2ccccc2)CC1	i	i

Going on with the list.
SMILES	CHT inh	CHT PAM
COc1ccc(NC(=O)C2(c3ccccc3)CCCC2)cc1	i	i
Cc1ccc(CNC(=O)[C@@H](NC(=O)C2CCN(C(=O)[C@@H](N)CC(C)C)CC2)C(C)C)cc1	i	i
CCN(CC)CCN1C(=O)C(=O)/C(=C(/O)c2ccc(OC)cc2)C1c1ccco1 (configuration not stated)	i	i
CCOCCCNC(=O)C(NC(=O)Cc1c[nH]c2ccccc12)c1ccccc1 (configuration not stated)	i	i
CC(C)=CCN1CCN(Cc2ccc(C)s2)CC1CCO (configuration not stated)	i	i
O=C(O)c1cc2n(n1)C(C(F)(F)F)CC(c1ccccc1)N2 (configuration not stated)	i	i
COc1ccc(N(CC(=O)NCc2ccccc2C)S(=O)(=O)c2ccc(C)cc2)cc1OC	i	i
Cc1ccc(NC(=O)C2CCCO2)c(Br)c1 (configuration not stated)	i	i
O=C(c1ccc(Sc2cccc(Cl)c2)c([N+](=O)[O-])c1)N1CCN(c2ccccn2)CC1	i	i
CN1c2ccccc2C2(C)CCCC3=Cc4cc([N+](=O)[O-])cc([N+](=O)[O-])c4OC312 (configuration not stated)	i	i
Cc1ccc(S(=O)(=O)N2CCCCC2)cc1NC(=O)CSc1ncn[nH]1	i	i
COc1ccc(OCC(O)Cn2c(N3CCCCC3)nc3c2c(=O)[nH]c(=O)n3C)cc1 (configuration not stated)	i	i
O=C(NCc1ccccc1)c1ccc2nc(-c3ccco3)c(-c3ccco3)nc2c1	i	i
O=C(CN1CCN(c2ccc(Cl)cc2)CC1)NCc1ccccc1	i	i
CCCCCn1c(-c2ccco2)nc2nc3ccccc3nc21	i	i
CCn1cc(C(=O)OCC(=O)OC2CC(C)CCC2C(C)C)c(=O)c2ccc(C)nc21 (configuration not stated)	i	i
O=C(NC1CCCC1)C(c1ccncc1)N(C(=O)c1csnn1)c1ccccc1 (configuration not stated)	i	i
Brc1ccc(-c2nc(-c3ccncc3)no2)cc1	i	i
CCC(=O)Nc1nc(C)c(C(=O)N2CCCCC2)s1	i	i
CN(CC(=O)Nc1ccc(F)c(F)c1F)C(=O)c1ccc(-n2cncn2)c([N+](=O)[O-])c1	i	i
CCC(C(=O)OCC(=O)Nc1ccc(Cl)c(S(=O)(=O)N(C)C)c1)c1ccccc1 (configuration not stated)	i	i
CC(C)OC(=O)c1cc2ccccc2[nH]1	i	i
CSc1nc(C)c(Oc2ccccc2)c(=O)n1C	i	i
COc1ccccc1NC(=O)/C=C\C(=O)O	i	i
CCOC(=O)c1c(Nc2ccccc2OCCOC)n[nH]c1C	i	i

Part of the list above in a different format:
SMILES | CHT inh | CHT PAM
CN1c2ccccc2C2(C)CCCC3=Cc4cc([N+](=O)[O-])cc([N+](=O)[O-])c4OC312 (configuration not stated) | i | i
Cc1ccc(S(=O)(=O)N2CCCCC2)cc1NC(=O)CSc1ncn[nH]1 | i | i
COc1ccc(OCC(O)Cn2c(N3CCCCC3)nc3c2c(=O)[nH]c(=O)n3C)cc1 (configuration not stated) | i | i
O=C(NCc1ccccc1)c1ccc2nc(-c3ccco3)c(-c3ccco3)nc2c1 | i | i
O=C(CN1CCN(c2ccc(Cl)cc2)CC1)NCc1ccccc1 | i | i
CCCCCn1c(-c2ccco2)nc2nc3ccccc3nc21 | i | i
CCn1cc(C(=O)OCC(=O)OC2CC(C)CCC2C(C)C)c(=O)c2ccc(C)nc21 (configuration not stated) | i | i
O=C(NC1CCCC1)C(c1ccncc1)N(C(=O)c1csnn1)c1ccccc1 (configuration not stated) | i | i
Brc1ccc(-c2nc(-c3ccncc3)no2)cc1 | i | i
CCC(=O)Nc1nc(C)c(C(=O)N2CCCCC2)s1 | i | i
CN(CC(=O)Nc1ccc(F)c(F)c1F)C(=O)c1ccc(-n2cncn2)c([N+](=O)[O-])c1 | i | i
CCC(C(=O)OCC(=O)Nc1ccc(Cl)c(S(=O)(=O)N(C)C)c1)c1ccccc1 (configuration not stated) | i | i
CC(C)OC(=O)c1cc2ccccc2[nH]1 | i | i
CSc1nc(C)c(Oc2ccccc2)c(=O)n1C | i | i
COc1ccccc1NC(=O)/C=C\C(=O)O | i | i
CCOC(=O)c1c(Nc2ccccc2OCCOC)n[nH]c1C | i | i

Other compounds.
SMILES	CHT inh	CHT PAM
CCOc1ccc(-n2ccc(=O)c(C(=O)Nc3ccc(S(=O)(=O)Nc4nccs4)cc3)n2)cc1	i	i
O=C(NC1CCCCC1)C(c1cccnc1)N(C(=O)CCl)c1ccc(F)cc1 (configuration not stated)	i	i
CC(C)n1cc(C(=O)NC2CC(C)(C)Cc3c2cnn3-c2ccccc2)cn1 (configuration not stated)	i	i
Brc1ccccc1OCCCCN1CCCCC1	i	i
CC(Sc1nnc(-c2ccccc2Br)o1)C(=O)N1CCOCC1 (configuration not stated)	i	i
COc1ccc(C(=O)n2c(SC)nc3cc4c(cc32)OCCO4)cc1	i	i
COc1cc(C(=O)NCCNc2nc3c(C)c(C)ccc3cc2C#N)cc(OC)c1OC	i	i
Brc1ccc(OCc2nc(-c3ccccn3)n[nH]2)cc1	i	i
CC(NC(=O)c1cccnc1)c1ccc2c(c1)OCO2 (configuration not stated)	i	i
Cc1ccc(N(Cc2ccccc2)C(=O)c2ccc(Cl)c(S(=O)(=O)N3CCOCC3)c2)cc1	i	i
CC(C)[C@@H](NC(=O)OC(C)(C)C)C(=O)NCC1CCC(C(=O)N[C@@H](Cc2ccccc2)C(=O)O)CC1 (some centres not stated)	i	i
O=[N+]([O-])c1ccc(N2CCCC2)nc1	i	i
CCOc1ccc(C(=O)C2CCN(CC(=O)Nc3nccs3)CC2)cc1	i	i
CCOc1ccccc1NC(=O)NC1CCCc2ccccc21 (configuration not stated)	i	i
CC(C)(C)NC(=O)CN(C(=O)CS(=O)CC(=O)Nc1ccc(F)cc1)c1ccc(Cl)cc1 (configuration not stated)	i	i
CCCCNc1c(-c2ccc(-c3cccc(Cl)c3)cc2)nc2ccccn12	i	i
NC(=O)c1cc2ccc(O)cc2oc1=NCc1ccccc1	i	i
CN(C)S(=O)(=O)c1cccc(-c2cn3ccccc3n2)c1	i	i
O=C(NC1CCN(C(=O)NCc2ccccc2)CC1)c1ccco1	i	i
Cn1c(SCC(=O)c2ccccc2)ncc(C(=O)Nc2ccccc2)c1=O	i	i
COc1ccccc1Sc1nc(-c2ccccn2)ncc1OC	i	i
COc1cccc(CN(C(=O)c2ccco2)C2CCS(=O)(=O)C2)c1 (configuration not stated)	i	i
COc1ccc(CCNC(=O)CSc2nc(O)c(CCC(C)C)c(=O)[nH]2)cc1OC	i	i
O=C1C(=O)N(c2ccccn2)C(c2cccc(F)c2)/C1=C(/O)c1ccccc1 (configuration not stated)	i	i
N#Cc1c(NCc2ccccc2)ccnc1NCc1cccnc1	i	i

Remaining list, next part:
SMILES	CHT inh	CHT PAM
CSc1ncc(C(=O)Nc2ccc(Cl)cc2)c(C)n1	i	i
COc1ccc(C)cc1S(=O)(=O)N(CC(=O)Nc1cccc([N+](=O)[O-])c1)c1cc(C)cc(C)c1	i	i
Cc1ccc(OCCC(=O)OCC(=O)Nc2ccc(C)cc2Cl)cc1	i	i
COc1ccc(C(=O)NNC(=S)NC(=O)c2ccc(OC)cc2)cc1	i	i
CCc1c(C)nc2ncnn2c1N1CCN(S(=O)(=O)c2ccc(OC)cc2)CC1	-6.3*	i
Cc1ccc(N/C(=C\C(=O)c2ccccc2)C(=O)O)cc1	i	i
CCCc1cc(=O)oc2cc(C)cc(OCC(=O)NC3CC3)c12	i	i
CC1CCCCC12NC(=O)N(CC(=O)Nc1ccccc1-c1ccccc1)C2=O (configuration not stated)	i	i
O=C(COc1ccccc1-c1ccccc1)NCc1cccc(Cl)c1	i	i
O=P(COCCCCCOCP(=O)(c1ccccc1)c1ccccc1)(c1ccccc1)c1ccccc1	i	i
O=C(NC1CCCCC1)c1cc(-c2ccc(F)cc2)on1	i	i
COc1ccc(OC)c2sc(NC(=O)CCS(=O)(=O)c3ccccc3)nc12	i	i
Cn1c(=O)oc2cc(S(=O)(=O)N3CCN(c4ccccc4F)CC3)ccc21	i	i
Cc1ccc(C(=O)Nc2ccc(NC(=O)c3cccs3)cc2)c(C)c1	i	i
O=C1CCC(C(=O)N(c2ccccc2)C2(C(=O)NC3CCCCC3)CCCCC2)N1 (configuration not stated)	i	i
Cc1cc2ncn(-c3ncccc3[N+](=O)[O-])c2cc1C	i	i
O=C(NCCc1ccccc1)C1CCN(S(=O)(=O)N2CCCCC2)CC1	i	i
O=C(CN1CCN(CC(=O)Nc2ccc3c(c2)OCO3)CC1)Nc1ccc(F)cc1	i	i
COc1ccc(C)cc1NC(=O)C12CCC(C)(C(=O)O1)C2(C)C (configuration not stated)	i	i
CCN(C(=O)COC(=O)CNC(=O)c1ccc(C)s1)c1ccccc1	i	i
Cc1nn(CC(=O)NCc2ccccn2)c(C)c1[N+](=O)[O-]	i	i
CN1CCN(c2ccc(NC(=O)c3ccc(Br)o3)cc2)CC1	i	i
O=C(CCc1ccccc1)Nc1ccc(Cl)cn1	i	i
O=C(NCCc1csc(-c2ccccc2)n1)c1ccc(Br)o1	i	i

High-throughput results from PubChem BioAssay.
